From PubChem
EP2 modulator: EP2 receptor modulators, cAMP readout, primary screen, cell-based, HTRF cAMP, PGE2 stimulation; Prostaglandin E2 receptor EP2 subtype (Homo sapiens), P43116; EP2-expressing cells, cAMP HTRF FRET, PGE2 co-stimulation; induction, % at 25 µM; 260,000 tested, 0.83% active; AID 940, 2007;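 active = compounds whose cAMP rise, as percent of the full-agonist control response, exceeds 60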;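 note: rat C6 glioma line stably carrying human EP2 under a CMV promoter; the protocol text gives 20 µM as final concentration; 100% = response of wells given 1 µM PGE2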
Target sequence (P43116 whole entry, looked up): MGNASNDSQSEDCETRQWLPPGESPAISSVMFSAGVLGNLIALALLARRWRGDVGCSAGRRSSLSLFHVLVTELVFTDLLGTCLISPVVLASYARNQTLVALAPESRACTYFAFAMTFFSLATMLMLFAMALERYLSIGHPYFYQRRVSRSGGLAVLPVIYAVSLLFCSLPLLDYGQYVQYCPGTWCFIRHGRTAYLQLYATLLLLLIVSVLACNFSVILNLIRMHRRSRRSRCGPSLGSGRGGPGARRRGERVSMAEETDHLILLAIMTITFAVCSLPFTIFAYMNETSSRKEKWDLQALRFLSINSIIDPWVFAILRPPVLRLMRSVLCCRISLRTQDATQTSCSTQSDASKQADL
Starred values were filed as active, the others as inactive. An excerpt (hit frequency here may not be typical).

no.	EP2 modulator	molecule
1	36	CCC(C)C(=O)OC1[C@@H]2CC3=C4CC(=O)O[C@@H](c5ccoc5)[C@]4(C)CCC3C(C)(C2=O)[C@@H](CC(=O)OC)C1(C)C (stereo partly drawn)
2	18	O=C(O)/C(Cc1ccnc2ccccc12)=N\O
3	-11	CCC(=O)NC(c1ccc(C(C)C)cc1)c1cc(Cl)c2cccnc2c1O (stereo not drawn)
4	-14	Cc1ccc(CNc2c(-c3cn(C)nc3C)nc3cnccn23)cc1
5	-15	CCN1C(=O)C(c2ccc(F)cc2)C2(CCN(C(=O)Cc3cccs3)CC2)C1=O (stereo not drawn)
6	-21	COc1ccc(-n2nnnc2SCC(=O)N2CCCCC2C)cc1 (stereo not drawn)
7	-4	CC(=O)Nc1ccc(NC(=O)CSc2nc(C(C)C)nc3sc4c(c23)CCC(C)C4)cc1 (stereo not drawn)
8	-58	COc1ccc2c(c1)cc(C)c1nn(CC(=O)N3CCNC(=O)C3(C)C)c(=O)n12
9	-35	CCOC(=O)c1ccc(NC(=O)C2OCCc3ccccc32)cc1 (stereo not drawn)
10	-28	Cc1cnc(C(=O)NC(C)c2nc(-c3ccc(Cl)cc3)n[nH]2)cn1 (stereo not drawn)
11	7	COc1ccc([C@@H]2CN(C(=O)c3ccc4nsnc4c3)C[C@H]2C(=O)O)cc1
12	1	CCOc1ccccc1N(CC(=O)NC1CCCC1)C(=O)CCC(=O)Nc1nccs1
13	13	Clc1ccc(C2(CN3CCN(CC4CCCO4)CC3)CC2)cc1 (stereo not drawn)
14	-51	COc1ccc(NC(=O)C2CC(c3ccc(Cl)cc3)=NO2)cc1 (stereo not drawn)
15	-25	COc1ccc(Cn2nnnc2C(c2cc3cc(C)c(C)cc3[nH]c2=O)N2CCN(C)CC2)cc1 (stereo not drawn)

In a second layout: results already given.
cpd | Structure | EP2 modulator
12 | CCOc1ccccc1N(CC(=O)NC1CCCC1)C(=O)CCC(=O)Nc1nccs1 | 1
13 | Clc1ccc(C2(CN3CCN(CC4CCCO4)CC3)CC2)cc1 (stereo not drawn) | 13
14 | COc1ccc(NC(=O)C2CC(c3ccc(Cl)cc3)=NO2)cc1 (stereo not drawn) | -51

(continued)
no.	EP2 modulator	molecule
16	-23	CC1CCN(C(=O)Cn2c(SCC(=O)c3ccccc3F)nc3ccccc32)CC1
17	-24	Cc1cc2cc(CN(Cc3ccco3)Cc3nnnn3CC3CCCO3)c(=O)[nH]c2cc1C (stereo not drawn)
18	-4	Cc1c(C(=O)N2CCOCC2)sc(NC(=O)COc2ccc(Cl)cc2)c1C#N
19	-36	CCC1c2ccc(C)n2CCN1C(=O)c1cc(-c2ccccn2)n[nH]1 (stereo not drawn)
20	-10	COc1ccc(OCCCC(=O)Nc2nc(-c3ccccc3)c(C)s2)cc1
21	-18	COc1ccc(N(C(=O)c2ccccn2)C(C(=O)NC2CCCCC2)c2ccc(F)cc2)cc1OC (stereo not drawn)
22	-1	CC(CCC(=O)O)(c1ccc(O)cc1)c1ccc(O)cc1
23	-19	COc1ccc(C(=O)N(CC(=O)NC2CCCC2)Cc2ccc3c(c2)OCO3)cc1OC
24	-42	COc1cccc(NC(=O)CSc2nnc(COc3ccc(Cl)c(C)c3)n2C)c1
25	14	CCN1CCN(C(=O)NC(C(=O)N[C@@H]2C(=O)N3[C@@H]2SC(C)(C)[C@@H]3C(=O)O)c2ccccc2)C(=O)C1=O (stereo partly drawn)
26	3	COc1cc(C2C3=C(CC(C)(C)CC3=O)Nc3[nH]c(=O)[nH]c(=O)c32)ccc1OC(C)C (stereo not drawn)
27	-2	C=CCc1ccc(O)c(OC)c1
28	8	COc1ccc(/C(O)=C2/C(=O)C(=O)N(CCN(C)C)C2c2ccc(O)c(OC)c2)c(C)c1 (stereo not drawn)
29	2	COCCn1c(SCC(=O)N2CCc3ccccc32)nnc1-c1ccc(OC)cc1
30	-21	COc1ccc(Nc2nc(NCCO)nc(N3CCOCC3)n2)cc1

Sorted by value in EP2 modulator (largest number first): seven of the compounds above.
#	Molecule	EP2 modulator
22	CC(CCC(=O)O)(c1ccc(O)cc1)c1ccc(O)cc1	-1
27	C=CCc1ccc(O)c(OC)c1	-2
18	Cc1c(C(=O)N2CCOCC2)sc(NC(=O)COc2ccc(Cl)cc2)c1C#N	-4
23	COc1ccc(C(=O)N(CC(=O)NC2CCCC2)Cc2ccc3c(c2)OCO3)cc1OC	-19
30	COc1ccc(Nc2nc(NCCO)nc(N3CCOCC3)n2)cc1	-21
16	CC1CCN(C(=O)Cn2c(SCC(=O)c3ccccc3F)nc3ccccc32)CC1	-23
24	COc1cccc(NC(=O)CSc2nnc(COc3ccc(Cl)c(C)c3)n2C)c1	-42

Further compounds:
no.	EP2 modulator	molecule
31	26	COc1ccc(Cl)cc1NC(=O)CSc1nc2c(C)ccc(C)c2cc1C#N
32	24	COc1ccc(C)cc1N(C(=O)Cn1nnc(-c2ccc(C)cc2)n1)C(C)C(=O)NC1CCCC1 (stereo not drawn)
33	-53	Cc1ccc(O)c(NC(=O)C2CC(c3cccc(Br)c3)=NO2)c1 (stereo not drawn)
34	-26	Cc1nc2c(C)cccc2cc1C(=O)NC(C)(C)CN1CCN(C)CC1
35	-52	C=CCNC(=O)C1CC(=O)N(c2ccc(OCc3ccc(F)cc3)cc2)C1 (stereo not drawn)
36	-133	O=C(NCc1nc(-c2ccccc2Cl)no1)C1(c2ccccc2F)CC1
37	-2	CCc1nn(CC(=O)NCCc2ccc(F)cc2)c(=O)c2cc3occc3n12
38	29	COc1ccc(/C(O)=C2/C(=O)C(=O)N(C)C2c2cccnc2)cc1OC (stereo not drawn)
39	-35	CC(C)(C)NC(=O)COc1ccc(S(=O)(=O)N2CCCC2)cc1
40	-2	CCOc1cc(OCC)cc(C(=O)Nc2ccc3oc(-c4ccncc4)nc3c2)c1
41	65*	COc1ccccc1CN(Cc1cc2cc(C)ccc2[nH]c1=O)Cc1nnnn1C1CCCC1
42	-31	CCN1CCN(CCC(=O)Nc2ccc(Cl)cc2)CC1
43	6	CCOc1ccccc1-n1c(COc2ccc(Cl)cc2)nnc1SCC(N)=O
44	-24	O=C(Cc1cccs1)N1CCC(n2nnc(-c3ccc(F)cc3)n2)CC1
45	-12	COc1ccc(OC)c(C(c2nnnn2C(C)(C)C)N2CCC(C(N)=O)CC2)c1 (stereo not drawn)
46	4	Cc1cc[n+](CC(O)COc2ccccc2)cc1 (stereo not drawn)
47	-73	Nc1ccc(Nc2nc(-c3ccc(F)cc3)cs2)cc1
48	78*	O=C(c1ccco1)N(Cc1ccco1)c1nc(-c2ccccc2)cs1
49	-3	Cc1cccc(N(CC(=O)NC(C)(C)C)C(=O)c2snc(C(=O)NC3CCCCC3)c2N)c1C
50	-51	Cc1cccc(OCC(=O)Nc2ccc(N3CCN(C)CC3)cc2)c1
51	66*	CCc1ccc2[nH]c(=O)c(C(c3nnnn3C(C)(C)C)N(Cc3ccco3)CC3CCCO3)cc2c1 (stereo not drawn)
52	-4	CCCn1c(SCC(=O)Nc2cc(Cl)ccc2C)nnc1-c1ccco1
53	2	COc1ccc(/C=C/C(=O)c2ccc(O)cc2O)cc1OC
54	-42	CCN1CCN(C(=O)CSc2nc(-c3cccs3)cc(C(F)(F)F)n2)CC1
55	2	CCn1cc(C(=O)NC2(c3cccc(OC)c3)CCCC2)cn1
56	7	CCOC(=O)CNC(=O)CSc1nnc2n(Cc3ccc(C)cc3)c3ccccc3n12
57	-27	CCc1nn(CC(=O)N2CCCC(C)C2)c(=O)c2cc3occc3n12 (stereo not drawn)
58	64*	CC(=O)O[C@H]1CC[C@@]2(C)[C@@H](CC[C@H]3[C@H]2CC(=O)[C@]2(C)[C@@H]3C[C@H]3CC(C)=CC(=O)[C@@H]32)C1
59	69*	Cc1cc(C)c2[nH]c(=O)c(C(c3nnnn3Cc3ccc(F)cc3)N3CCCCCC3)cc2c1 (stereo not drawn)
60	-9	COc1ccccc1N1CCN(C(=O)Cn2nc(C)n3c(cc4ccsc43)c2=O)CC1
61	-11	CC(=O)N1CC=C2C(C#N)=C(N)C(C#N)(C#N)C(c3cccs3)C2C1 (stereo not drawn)
62	-7	CC1CCN(C(=O)CSc2nc(-c3ccco3)cc(C(F)(F)F)n2)CC1
63	2	CCOc1ccccc1-n1c(SCC(=O)N2CCCCCC2)nnc1-c1ccncc1
64	-12	O=C(C[C@@H](c1ccccc1)N1CCCCC1)c1ccccc1
65	-8	CCOc1ccc2[nH]c(=O)c(C(c3nnnn3Cc3ccccc3)N3CCN(C)CC3)cc2c1 (stereo not drawn)
66	0	C=CCn1c(NCCCOC)nc2c1c(=O)[nH]c(=O)n2C
67	-31	O=C(CN1C(=O)C2C3C=CC(C4CC34)C2C1=O)NC1(c2ccc(F)cc2)CCCC1 (stereo not drawn)
68	42	CCC(=O)O[C@H]1CCC2C3CCc4cc(O)ccc4C3CC[C@@]21C (stereo partly drawn)
69	-64	O=C(CSC1=NN=C(c2ccccc2)Cn2c1cc1sccc12)N1CCOCC1
70	6	COc1ccccc1NC(=O)c1sc2ncn(Cc3cccc(Cl)c3)c(=O)c2c1C
71	-27	CCCn1c(SCC(=O)Nc2ccccc2CC)nnc1-c1ccncc1
72	-28	CCOc1ccccc1-n1c(SCC(N)=O)nnc1-c1ccccn1
73	-1	Cc1ccccc1OCC(=O)N1N=C(C(C)C)CC1(O)C(F)(F)F (stereo not drawn)
74	49	Cc1cc(C)c2cc(C)c(SCC(=O)N3CCCC3)nc2c1
75	-27	O=C(O)COc1ccc(NC(=O)c2cc3ccccc3oc2=O)cc1
76	14	NCC1CCCCC1CC(=O)O (stereo not drawn)
77	-63	Cc1cc(S(=O)(=O)N2CCCC2)ccc1-n1cnnn1
78	6	Cc1cc2cc(CN(CC3CCCO3)S(=O)(=O)c3c(C)ccc4nsnc34)c(=O)[nH]c2cc1C (stereo not drawn)
79	-49	Cc1cccc(C2(O)CCN(C(=O)c3cc(C(C)C)nn3C)CC2)c1
80	-49	O=S(=O)(NC1CCCC1)c1ccc(S(=O)(=O)N2CCCC(O)C2)cc1 (stereo not drawn)
81	-12	O=C(NCCNC1CCCCC1)c1ccco1
82	-11	COc1ccc(NC(=O)C(=O)NCc2cccs2)cc1
83	-10	CCOc1ccc(NC(=O)CSc2nnc(-c3ccccc3)n2C)cc1
84	-28	Cc1cc(Cl)ccc1OCC(=O)Nc1ccc2oc(=O)ccc2c1
85	26	COC(=O)c1c(NC(=O)C2CC2)sc(C(=O)Nc2cccc(C(F)(F)F)c2)c1C
86	-18	CCCOc1ccc(C2C3=C(CCCC3=O)N(C)C3=C2C(=O)CCC3)cc1OC
87	-80	CC12CCC(c3nnc4nc(-c5ccc(F)cc5)cn4c31)C2(C)C (stereo not drawn)
88	-13	CC(=O)N1c2ccc(NC(=O)CCn3nc(C)c(C)c3C)cc2CC1C (stereo not drawn)
89	25	O=C(c1cc(Cl)ccc1Cl)N1CCCC1
90	-34	O=C(Nc1cccc(F)c1)N1CCN(c2ncccn2)CC1

The list continues.
no.	EP2 modulator	molecule
91	-12	O=c1[nH]c2cc3nc(C(F)(F)F)[nH]c3cc2[nH]1
92	7	O=c1c2ccccc2c(=O)c2c1ccc1nc3c(ccc4c(=O)c5ccccc5c(=O)c43)nc12
93	-29	CCOC(=O)CSc1nnc(CNc2ccc(F)cc2)n1-c1ccc(OC)cc1
94	-5	Cc1ccc(C)c2[nH]c(=O)c(CC(C#N)C(=O)Nc3ccc(F)cc3)cc12 (stereo not drawn)
95	58	C=CCSc1nc2c(c(=O)[nH]c(=O)n2C)n1Cc1cccc(C)c1
96	14	NC[C@H]1O[C@H](O[C@H]2C(O[C@@H]3O[C@H](CO)[C@@H](O)[C@H]3O)[C@@H](O)[C@H](N)C[C@@H]2N)[C@H](N)[C@@H](O)[C@@H]1O (stereo partly drawn)
97	-3	COc1cc(O)c(C(=O)/C=C/c2ccc(OC)c(O)c2)c(OC)c1
98	8	CCC(C)Nc1nc2c(c(=O)n(C)c(=O)n2C)n1CC(O)COc1ccc(OC)cc1 (stereo not drawn)
99	2	CC1(C)CC[C@@]2(C(=O)O)C(C1)C1=CCC3[C@@]4(C)CC[C@H](O)C(C)(C)C4CC[C@@]3(C)[C@]1(C)C[C@@H]2O (stereo partly drawn)
100	-79	COc1ccc(S(=O)(=O)N2CCN(C(=O)c3ccc(C(C)(C)C)cc3)CC2)cc1
101	1	Cc1c(C(=O)O)ccc2c1NC(c1ccc(OCC#N)cc1)C1CC=CC21 (stereo not drawn)
102	-51	O=C(c1ccco1)N1C2CCC1CC(c1ccc(F)cc1)C2 (stereo not drawn)
103	48	O=C(NC1CCCCC1)C(c1ccccc1F)N(Cc1ccc2c(c1)OCO2)C(=O)c1cccs1 (stereo not drawn)
104	-3	CCOc1ccccc1-n1c(SCC(N)=O)nnc1-c1ccc(OC)c(OC)c1
105	0	CCn1c(C(CC(C)C)NC(=O)Cc2cccc(F)c2)nc2cccnc21 (stereo not drawn)
106	-12	COc1ccc(-c2nc3n(c2NC(C)(C)C)CCN(C(=O)C2CC2)C3)cc1
107	94*	CCOC(=O)c1c(-c2ccc(CC)cc2)csc1N
108	-8	Nc1cc(S(N)(=O)=O)ccc1SSc1ccc(S(N)(=O)=O)cc1N
109	17	CC(C)Cc1cc(C(=O)N2CCn3cnnc3C2)no1
110	-15	Cc1ccc(CN2C(=O)C(C)(C)Oc3ccc(C(=O)NC4CC4)cc32)cc1
111	20	Cc1ccc(CN(CCCn2ccnc2)Cc2cccs2)s1
112	-53	Cc1cc(C)c2[nH]c(=O)c(CN(CC3CCCO3)C(=O)Nc3cccc(Cl)c3)cc2c1 (stereo not drawn)
113	-51	Cc1cc2n(n1)C(c1ccc(O)cc1O)Nc1ccccc1-2 (stereo not drawn)
114	-103	O=C(NCCN1CCc2ccccc21)c1cc(-c2ccccn2)n[nH]1
115	-8	O=C1NC(=O)N(c2ccc3c(c2)OCO3)C(=O)/C1=C/c1ccc(N2CCOCC2)o1
116	-8	CCOc1ccc(N(C(C)C(=O)NCc2cccnc2)S(C)(=O)=O)cc1 (stereo not drawn)
